NPY Y2 blocker = antagonists of human neuropeptide Y receptor Y2 | NPY-Y2 expressing cells, antagonist mode | inhibition, % at 2.7 µM | actives 0.99% (n = 140,000); in the data active = inhibition above about 17%;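 also: 0% = vehicle with agonist challenge and 100% = reference antagonist with challenge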
Target sequence (P49146 whole entry, looked up): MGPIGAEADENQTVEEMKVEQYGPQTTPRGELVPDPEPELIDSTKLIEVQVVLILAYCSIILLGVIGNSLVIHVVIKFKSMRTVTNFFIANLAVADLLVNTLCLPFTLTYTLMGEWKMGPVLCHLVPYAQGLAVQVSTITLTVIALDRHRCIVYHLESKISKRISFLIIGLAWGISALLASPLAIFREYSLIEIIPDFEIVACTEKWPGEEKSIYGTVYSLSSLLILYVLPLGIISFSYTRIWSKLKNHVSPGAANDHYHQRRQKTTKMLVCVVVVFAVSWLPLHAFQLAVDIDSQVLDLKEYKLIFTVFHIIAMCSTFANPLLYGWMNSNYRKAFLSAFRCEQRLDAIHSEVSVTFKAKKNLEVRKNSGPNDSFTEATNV
GALR2 blocker = GALR2 (human) receptor antagonism. GALR2-expressing cells, antagonist mode. inhibition, % at 4 µM. O43603. actives 0.39% (n = 140,000); in the data active = inhibition above about 27%;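 also: cells stimulated with galanin 1-16 at roughly its EC80; 0% = agonist challenge control and 100% = basal control without agonist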
Target sequence (O43603 whole entry, looked up): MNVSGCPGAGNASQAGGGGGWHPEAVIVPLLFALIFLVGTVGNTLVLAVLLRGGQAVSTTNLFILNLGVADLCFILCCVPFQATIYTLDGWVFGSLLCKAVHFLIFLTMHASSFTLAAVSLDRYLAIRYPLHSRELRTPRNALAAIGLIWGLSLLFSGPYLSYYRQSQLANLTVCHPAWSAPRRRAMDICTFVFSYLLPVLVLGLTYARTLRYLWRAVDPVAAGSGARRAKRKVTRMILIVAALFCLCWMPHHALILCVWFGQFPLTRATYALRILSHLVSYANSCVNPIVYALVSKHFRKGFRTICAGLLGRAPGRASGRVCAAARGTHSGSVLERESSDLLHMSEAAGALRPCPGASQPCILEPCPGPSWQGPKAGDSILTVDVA
Measles CPE = protection of cells from measles virus; actives 1.5% (n = 140,000); protection (pct of control), % at 4 µM; Measles virus-infected cells, CPE protection, absorbance; in the data active = protection mostly above about 24%, no sharp cut-off; inactive = mostly below about 26%; also: some compounds called inactive have numbers as strong as hits
MRP1 act = MRP-1 activation; H69AR cells + doxorubicin, viability rescue, CellTiter-Glo; viability increase, % at 10 µM; actives 0.61% (n = 140,000);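 active = viability gain under doxorubicin at or above a set limit, the compound median plus 3 SD, cut at about 4.7% in these data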;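 also: MRP-1 overexpressing cells given doxorubicin 25 µM after compound pretreatment; 18-22 h compound pretreatment then 72 h with doxorubicin before readout; 0% = doxorubicin-only wells and 100% = vehicle-treated cells without doxorubicin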
bCat KO growth = beta-catenin-lacking colon tumor cell growth suppression | actives 1.5% (n = 140,000) | HCT116 beta-catenin knockout viability, CellTiter-Glo, 60 h; stronger effect = lower value | viability, % at 10 µM;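 active = viability at or under a set limit, the compound median less 4 SD, cut at about 6% in these data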;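 also: 0% = Hyamine 1622 control at 20 µM and 100% = untreated cell control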
BB579 growth dn = reduces growth of yeast BB579 in restrictive medium. actives 0.51% (n = 140,000). inhibition, % at 10 µM. AID 804. S. cerevisiae BB579 growth, OD615, 48 h;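 active = inhibition above a set limit, 3 SD over the mean compound inhibition, cut at about 44% in these data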; also: inactives centre near -24
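controls = amphotericin B 10 µg/mL, positive | assay system = DeaD yeast strain BB579 | schedule = 48 h compound exposure at 30 °C after 4 h preincubation | detection = OD615 turbidity measurement | medium = restrictive CSMM-D medium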
Phagocytosis inh = macrophage phagocytosis inhibition; AID 1029; inhibition, % at 5 µM; J774A.1 macrophage IgG-bead phagocytosis, imaging; actives 0.07% (n = 110,000);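 active = inhibition above the mean of the plate negative controls plus 5 SD, cut at about 13% in these data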;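 also: phagocytic index as fraction of beads internalized from green versus red external bead signal; plate controls were DMSO negative control for no effect and cytochalasin-D positive control for full effect; some results beyond the cut were filed as inactive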
PTEN del growth = growth suppressors of cells with PTEN tumor suppressor deletion; HCT116 PTEN-null viability, CellTiter-Glo, 60 h; stronger effect = lower value; AID 827; viability, % at 10 µM; actives 1.2% (n = 140,000);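 active = viability at or below a set limit, 4 SD under the median of all tested compounds, cut at about 3.7% in these data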;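 also: PTEN knockout HCT116 line with beta catenin targeted HCT116 as companion control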
Yeast life ext = extends the lifespan of yeast; inhibition of the nicotinamide effect, % at 10 µM; S. cerevisiae growth with nicotinamide, OD615; deaD strain in restrictive glucose medium; actives 0.68% (n = 130,000);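 active = inhibition above a set limit, placed 3 SD over the median of all compounds, cut at about 26% in these data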;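 also: 0% = nicotinamide-treated wells and 100% = cells grown without nicotinamide; some compounds called inactive have numbers as strong as hits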
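System: DeaD-strain S. cerevisiae / Buffer or medium: CSMM-D, restrictive glucose (dextrose) synthetic minimal medium / Probe or stimulus: nicotinamide, 1.5 mM, co-present with compound / Compound: one concentration, 10 µM, DMSO 0.25% / Incubation: 48 h compound exposure at 30 °C, humidified / Technique: optical density (absorbance) at 615 nm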
E-sel TNF inh = blocks E-selectin expression induced by TNF alpha; HUVEC TNFa-induced E-selectin immunofluorescence, high content; inhibition, % at 2 µM; actives 0.71% (n = 120,000); AID 1246;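 active = inhibition above the batch mean plus 3 SD, and confirmed as a hit on visual image review, cut at about 43% in these data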;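 also: 0% = TNF-stimulated DMSO wells and 100% = unstimulated control wells; not every result past the cut was called active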
* marks the source's active call; other numbers are inactive results; · = not tested or not shown; & = joins results of further samples.

SMILES	NPY Y2 blocker	GALR2 blocker	Measles CPE	MRP1 act	bCat KO growth	BB579 growth dn	Phagocytosis inh	PTEN del growth	Yeast life ext	E-sel TNF inh
CC1=CCC2C(=O)N(c3nc(C)cc(C)n3)C(=O)C2C1 (centres undefined)	0	-4	20	-1.0	100	-24	-5	101	0	-10
CCOc1ccc(N2C(=O)c3cccnc3C2=O)cc1	5	-8	4	0.3	99	-28	·	100	-23	·
COc1ccccc1NC(=O)c1ccc2nc(-c3ccccc3)c(-c3ccccc3)nc2c1	1	-5	15	-2.8	81	-9	2	73	-12	22
CCCc1[nH]nc2c1C(c1cccc(OC(=O)c3ccco3)c1)C(C#N)=C(N)O2 (centres undefined)	1	-1	8	-0.7	90	-20	0	95	-2	-1
COc1ccc(CNc2nc(-c3ccccc3)nn2C(=O)c2ccc([N+](=O)[O-])cc2)cc1	2	5	13	3.4	88	0	-6	85	2	6
O=C(COc1ccc(S(=O)(=O)NC2CCCC2)cc1)N1CCCCCC1	1	10	2	-0.4	96	-19	2	95	-2	-14
Cc1ccc(-c2noc(CN(C(=O)Cc3ccccc3)C(C)C)n2)cc1	6	-9	1	-0.8	58	-26	0	52	-5	7
O=C(c1ccccn1)c1conc1C(=O)c1ccc(Br)cc1	5	-5	25	-2.4	93	-9	·	101	21	0
CC1=N/C(=C\c2ccc([N+](=O)[O-])cc2)C(=O)N1c1cc(Cl)ccc1C	-2	6	5	-0.5	86	-33	·	79	-16	·
CC(C)CCn1c(=O)c2ccccc2n2c(CN(C)Cc3ccccc3)nnc12	3	-12	27	-4.2	26	-15	2	28	3	-5
CCCCNC(=O)COC(=O)c1cc(F)c(F)cc1Cl	3	4	22	-2.0	110	-18	0	104	-23	-21
O=C(CCC(=O)N1CCN(C2CCCCC2)CC1)Nc1nnc(C(F)(F)F)s1	1	6	2	0.6	86	-6	-1	98	-13	·
COc1ccc(C2=NOC3(CC(=O)N(c4ccc5ccccc5c4)C3=O)C2)c(OC)c1 (centres undefined)	1	-5	·	-1.4	88	-37	-1	93	0	0
O=C(Nc1ccccc1)Nc1cc([N+](=O)[O-])ccc1F	-1	4	5	2.5	98	-44	-8	93	-2	17
Cc1ccc(Oc2nc3ccccn3c(=O)c2/C=C(\C#N)C(=O)Nc2c(C)n(C)n(-c3ccccc3)c2=O)cc1	3	-8	11	-4.1	89	-21	-5	84	-2	2
O=C(Cc1cccs1)Nc1cc(SCCO)cc([N+](=O)[O-])c1	2	8	102*	-3.1	96	-9	-5	87	-2	-5
CCOC(=O)C(NC(=O)c1ccccc1)(N1CCCC1=O)C(F)(F)F (centres undefined)	0	5	28	-0.8	94	-51	0	93	-1	10
Cc1noc(NC(=O)c2ccccc2)c1C#N	2	-5	11	-1.3	94	-41	0	92	-2	12
Cn1c(=O)oc2ccc(C(=O)CSc3nnnn3-c3ccccc3)cc21	-1	5	8	-3.1	101	-46	0	93	-26	-6
O=C(NCc1ccccc1)c1onc(CSc2ccc(F)cc2)c1C(=O)NCCCN1CCOCC1	11	0	8	-1.0	49	-18	-2	55	-16	-39
Cn1cccc1/C=C1\SC(=S)N(CC(=O)O)C1=O	2	-3	2	0.6	93	2	-11	106	6	·
Cc1cccc(C)c1NC(=O)Cn1nnc(-c2ccc(N3CCOCC3)cc2)n1	0	-4	3	-3.2	84	0	-3	84	-6	5
O=c1[nH]c(-c2ccccc2F)nc2c1sc(=S)n2Cc1ccccc1	4	3	3	-1.5	84	-24	·	82	2	·
CCOc1ccc(OCC)c(NC(=O)CN(c2ccc(C)cc2)S(=O)(=O)c2c(C)noc2C)c1	1	-7	5	0.1	58	-28	-1	68	9	·
O=C(c1cc(S(=O)(=O)N2CCCCC2)c(Cl)cc1N1CCOCC1)N1CCOCC1	-2	0	4	-3.4	105	-31	0	95	21	-19
O=[N+]([O-])c1cc(Cl)cc(/C=N\Nc2ccccn2)c1O	-1	9	1	-4.0	13	40	0	12	-1	-61
CCC(NC(=O)Nc1nccs1)(C(F)(F)F)C(F)(F)F	1	-21	9	-2.3	73	-33	0	66	-2	·
CC1(NC(=O)NCc2ccco2)CCS(=O)(=O)C1 (centres undefined)	7	-5	7	-2.6	98	11	2	108	5	·
O=C(CCNC(=O)c1ccccc1Cl)Nc1ccc(Cl)c(C(F)(F)F)c1	0	-1	11	-2.8	91	-10	-4	86	-4	5
CC(=O)c1ccc(OCC(O)CN2CCN(CCO)CC2)cc1 (centres undefined)	1	8	9	-0.6	92	-43	-1	101	-2	·
CCCOc1ccc(NC(=O)OC2CCN(C)CC2)cc1	1	2	2	-2.1	95	-41	-5	92	6	·
CC1CN(Cc2ccccn2)CCC1=O (centres undefined)	2	5	8	0.1	88	-46	4	87	5	·
CCCCn1c(-c2ccoc2C)n[nH]c1=S	3	-2	5	-1.8	95	2	·	90	·	-3
CC1=C(C#N)C(c2cccnc2)C2=C(CC(c3ccc(Cl)cc3)CC2=O)N1 (centres undefined)	10	5	8	-0.1	81	-8	0	82	-4	23
CCOC(=O)N1CCN(C(=O)c2sc3nc(-c4ccc(F)cc4)cn3c2C)CC1	3	2	20	-1.3	77	27	0	84	-18	·
COc1ccc(OCc2nnc(SCC(N)=O)n2-c2ccccc2OC)cc1	-1	-6	2	0.9	85	0	0	99&99	-8	-23
C=CCc1cc(C(=O)N2CCCCC2)ccc1O	2	-13	13	-1.6	91	-60	-1	98	-11	9
COc1cccc(C2CC(c3ccccc3Cl)n3nc(N)nc3N2)c1 (centres undefined)	3	-13	4	-2.8	104	-11	0	85	-21	12
O=C(Nc1c(-c2ccccc2)nc2ccc(Cl)cn12)c1cccs1	15	18	14	-2.2	98	-32	-4	83	6	-3
COc1cc(-c2nnc(SCC(=O)c3ccc(C)cc3)o2)cc(OC)c1OC	12	-6	10	-2.3	78	-8	-1	78	-7	10
COc1ccc(-c2nc(C#N)c(NCC3CCCO3)o2)cc1OC (centres undefined)	3	-5	22	-1.5	96	18	0	91	-11	-6
COc1ccc(OC)c(C(=O)c2coc3ccc(OCC(=O)O)cc23)c1	-3	-9	7	-1.6	95	-18	·	96	-12	4
COc1ccc(NC(=O)c2cc(-c3ccccc3Cl)no2)cc1	7	-7	31	-3.5	108	-18	·	97	-22	·
COc1ccc(OCc2nnc3n2N=C(c2ccc(OC)cc2)CS3)cc1	6	1	13	0.4	59	-39	-1	47	-6	·
COc1ccccc1CNC(=O)CCn1c(=O)oc2ccccc21	3	-5	15	-0.8	89	-15	0	96	1	30
c1csc(-c2nc3c4ccccc4c4ccccc4c3[nH]2)c1	-3	24	15	-4.0	33	-66	·	47	·	11
COCCCn1c(SCc2ccccc2)nc2cc(OC)c(OC)cc2c1=N	-1	-5	18	-4.5	75	-35	·	69	-11	-4
CCOC(=O)C1CCN(c2c(NC3CCCCCCC3)c(=O)c2=O)CC1	8	1	19	-2.2	89	18	0	85	-4	·
CC(=O)CC(c1ccc([N+](=O)[O-])cc1)c1c(O)c2ccccc2oc1=O (centres undefined)	2	-9	36*	2.5	95	-34	0	106	-5	-15
O=c1cc(C(F)(F)F)nc(-n2[nH]c3c(c2=O)CCCC3)[nH]1	1	9	0	-3.0	37	-8	·	42	16	12

Remaining list, next part.
SMILES	NPY Y2 blocker	GALR2 blocker	Measles CPE	MRP1 act	bCat KO growth	BB579 growth dn	Phagocytosis inh	PTEN del growth	Yeast life ext	E-sel TNF inh
Cc1c(C)c2ccc(OCC(=O)N(C)C)c(C)c2oc1=O	3	-2	3	-0.8	117	-3	0	112	-22	-19
Cc1ccc(NC(=O)Cn2cccc2)c(Br)c1	-1	5	16	-2.5	97	-46	1	94	-6	-22
CCOC(=O)c1nn(-c2cc(C(=O)OC)cc(C(=O)OC)c2)cc1O	1	0	4	-0.1	96	-58	0	103	-9	-40
O=C(CSc1nnc(-c2ccccc2Br)o1)N1CCc2ccccc2C1	14	10	10	0.3	101	-31	0	114	-13	-39
COc1ccc(N2CCN(C(=O)CN(CCc3ccccc3)S(C)(=O)=O)CC2)cc1	-1	14	17	-2.7	91	-31	1	87	-4	-7
COc1ccnc(Oc2ccc(F)cc2)c1C(=O)N/C=N/OCc1ccc(F)cc1	3	-3	7	-4.7	91	-19	-4	78	-24	-45
Cc1cc(C)nc(NC(=O)/C=C/c2ccccc2Cl)n1	0	11	9	-1.5	70	-64	0	76	-21	-55
C[C@H](N)c1nnc(SCc2c(Cl)cccc2Cl)o1	2	2	3	0.3	100	-32	1	98	3	-5
CCOC(=O)N1CCN(C(=O)c2ccc(NS(C)(=O)=O)cc2)CC1	1	-21	15	-1.1	79	-42	·	87	-9	3
COC(=O)C1C(=O)C2=C(CC1C)NC(C)=C(C(=O)OCc1ccc(OC)cc1)C2c1ccc(C)o1 (centres undefined)	0	9	8	-0.6	100	-30	-2	91	-9	-6
COc1cc(/C=N/NC(=O)CSc2cc(C)c(Br)cc2C)ccc1O	3	2	9	0.1	95	-34	-1	96	-13	19
COc1cc(/C=C2\C(=O)N(CCC#N)N=C2C)c(Br)cc1OC(C)C	-1	6	4	-6.4	84	-34	·	77	·	27
C=CCn1c(=NC(=O)C2COc3ccccc3O2)sc2cc(S(N)(=O)=O)ccc21 (centres undefined)	11	3	2	-1.5	96	-45	0	95	6	·
Cn1c(=O)oc2cc(S(=O)(=O)NCCC(=O)NC3CCCC3)ccc21	1	5	1	-1.1	98	-4	·	89	-14	-6
CNc1nc(-c2ccc([N+](=O)[O-])cc2)cs1	-2	6	0	-0.5	95	-31	1	87	-28	-35
O=C(O)CSC(NC(=O)c1cccnc1)(C(F)(F)F)C(F)(F)F	1	2	14	1.5	92	-5	-1	96	-1	·
COc1ccccc1OCc1ccc(C(=O)N/N=C/c2ccco2)cc1	0	3	3	-2.9	84	1	-4	93	-2	-2
Cc1ccc(CN(C)CCc2ccccn2)cc1	-4	0	7	-1.8	99	-17	1	111	-12	-4
CCN(CC)c1nc(C)c2c(c1C#N)CC(C)(C)OC2	2	-10	6	-2.7	77	-41	0	75	-11	·
O=C(CSc1nnc2sc3ccccc3n12)N1CCN(c2ccccc2)CC1	2	-6	4	0.0	100	-18	-1	101	-3	-28
CCOCCCNC(=O)C(c1ccccc1)N(Cc1cccs1)C(=O)CNC(=O)c1ccccc1 (centres undefined)	-3	1	6	-0.5	93	-14	-2	95	6	-2
COc1ccc2c(c1)C(c1ccccc1)=NNC(c1ccco1)=N2	2	-10	49*	0.0	94	-29	1	88	-25	-1

Complete entries, looked up by structure. Screens in order: NPY Y2 blocker	GALR2 blocker	Measles CPE	MRP1 act	bCat KO growth	BB579 growth dn	Phagocytosis inh	PTEN del growth	Yeast life ext	E-sel TNF inh
CCOC(=O)N1CCN(C(=O)c2ccc(NS(C)(=O)=O)cc2)CC1 across the screens: 1	-21	15	-1.1	79	-42	·	87	-9	3
O=C(O)CSC(NC(=O)c1cccnc1)(C(F)(F)F)C(F)(F)F across the screens: 1	2	14	1.5	92	-5	-1	96	-1	·

Compound activity deposited in PubChem BioAssay by several laboratories.
